High-throughput results: PubChem, Broad Institute
RAD52 anneal inh = RAD52 (human) annealing inhibition; P43351; recombinant RAD52 DNA annealing, FRET fluorescence; inhibition, % at 18.7 µM; 0.46% of 360,000 active;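 active means every replicate showing at least 50% inhibition; inconclusive means mean inhibition at least 50% but not in every replicate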
esBAF inh = inhibitors of esBAF chromatin remodeling in mouse ES cells; Bmi1-luciferase knock-in reporter, 24 h; 100% = twice the neutral-well signal; reporter increase, % at 12.5 µM; 2% of 350,000 active; AID 602393; in the data active means activation above about 40%; inconclusive means no clear call, values can overlap the other calls;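 further: 0% = median of the plate's neutral control wells and 100% = double that signal; a rise in the Bmi1 reporter signal indicates esBAF inhibition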
ARNT TACC3 PPI = ARNT/TACC3 interaction disruption | Q9Y6A5 | AlphaScreen His-ARNT PAS-B/GST-TACC3 binding, luminescence; TACC3 fragment carries E629A point mutation | inhibition, % at 9.99 µM | 0.66% of 390,000 active | AID 623870;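 active means mean inhibition of replicates at least 50% and at least half of replicates each reaching 50%; inconclusive means half or more replicates reach 50% but mean below 50%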;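 further: 0% = complete ARNT plus TACC3 wells and 100% = ARNT alone without TACC3; many hits fall short of the cut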
E-sel inducer = induces E-selectin expression in human endothelial cells; P16581; HUVEC E-selectin immunofluorescence imaging; normalized: neutral wells 0, TNF-alpha wells 100; activation, % at 7.58 µM; 0.37% of 260,000 active; AID 686992;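 active means mean E-selectin-positive cell signal at least 10% of the positive control, reached in at least 60% of replicates, without over 20% cell loss; inconclusive means no rule given, readout overlaps actives, possibly toxicity-flagged; inactive means the rest, including those meeting only one limit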;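 further: in these data hits start at about 27%; measured in HUVEC primary endothelial cells; signal is the percent of cells scored E-selectin positive by PE staining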
Target sequence (P16581 whole entry, looked up): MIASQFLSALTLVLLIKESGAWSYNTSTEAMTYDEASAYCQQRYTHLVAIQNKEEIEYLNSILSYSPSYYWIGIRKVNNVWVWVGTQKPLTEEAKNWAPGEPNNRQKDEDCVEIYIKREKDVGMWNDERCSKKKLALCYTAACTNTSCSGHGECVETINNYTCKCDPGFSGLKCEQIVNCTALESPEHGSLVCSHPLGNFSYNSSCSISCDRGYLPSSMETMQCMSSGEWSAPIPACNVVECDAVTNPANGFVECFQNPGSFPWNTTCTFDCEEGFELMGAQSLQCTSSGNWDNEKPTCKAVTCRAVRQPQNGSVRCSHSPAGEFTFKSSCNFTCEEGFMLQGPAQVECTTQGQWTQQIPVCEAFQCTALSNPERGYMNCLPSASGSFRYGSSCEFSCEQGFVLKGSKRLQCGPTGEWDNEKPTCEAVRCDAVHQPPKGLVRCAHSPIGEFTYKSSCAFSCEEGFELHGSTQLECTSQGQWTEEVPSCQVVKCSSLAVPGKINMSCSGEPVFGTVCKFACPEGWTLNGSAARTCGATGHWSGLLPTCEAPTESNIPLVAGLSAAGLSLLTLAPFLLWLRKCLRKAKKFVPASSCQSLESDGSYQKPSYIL
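Test system: HUVEC; input: 3,000 HUVEC/well; measured by: immunofluorescence imaging; read-out: % PE-positive cells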
Casp6 inh = caspase-6 (human) enzyme inhibition | inhibition, % at 12.5 µM | 0.53% of 350,000 active | P55212 | AID 686996 | purified caspase-6, Z-VEID-R110 cleavage fluorescence;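 active means mean inhibition across replicates at least about 35%, with every replicate also reaching that limit, limit read from the data; inconclusive means only one of the two criteria met; inactive means neither criterion met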;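 further: 0% = median of neutral control wells and 100% = no fluorescence left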
Target sequence (P55212 24-179 limits assumed): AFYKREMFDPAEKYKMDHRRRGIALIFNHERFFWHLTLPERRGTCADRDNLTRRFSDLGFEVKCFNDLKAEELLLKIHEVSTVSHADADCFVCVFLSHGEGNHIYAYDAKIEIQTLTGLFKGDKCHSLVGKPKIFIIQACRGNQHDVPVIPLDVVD
Target sequence (P55212 194-293 limits assumed): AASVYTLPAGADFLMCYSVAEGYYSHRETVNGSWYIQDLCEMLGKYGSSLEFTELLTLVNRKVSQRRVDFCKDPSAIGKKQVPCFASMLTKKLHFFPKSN
RAD54 branch = RAD54 (human) branch migration inhibition; Q92698; RAD54 Holliday junction branch migration, FAM/BHQ fluorescence; inhibition, % at 10.4 µM; 0.14% of 360,000 active; AID 602329;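 active means mean normalized replicate activity at least 40 and at least half of replicates scoring 40 or more; inconclusive means only one of the two criteria met; inactive means mean below 40 and under half of replicates reaching 40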;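 further: 0% = median of neutral control wells and 100% = median of positive control wells; inhibitors cause a drop in the FAM fluorescence signal; in these data hits start at about 50%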
PglD inh = inhibitors of Campylobacter jejuni PglD acetyltransferase | purified PglD enzyme, DTNB colorimetric CoA detection | inhibition, % at 12.5 µM | 0.098% of 360,000 active | AID 602405; in the data active means inhibition above about 16%, passing the limit was not always enough; inconclusive means no clear call, values can overlap the other calls; further: strong numbers were not always called active
ERp5 block = blocks human ERp5 reductase activity on insulin. Q15084. ERp5 insulin aggregation, absorbance 650 nm, 90 min. inhibition, % at 9.99 µM. 0.05% of 350,000 active;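 active means mean replicate inhibition above about 25%, with every replicate also reaching it, limit read from the data, passing the limit was not always enough; inconclusive means only one of those two criteria met; inactive means neither criterion met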
Active calls of the source: *; u = inconclusive; x = not tested or not shown.

Molecule	RAD52 anneal inh	esBAF inh	ARNT TACC3 PPI	E-sel inducer	Casp6 inh	RAD54 branch	PglD inh	ERp5 block
COCC(=O)N1CC2(C1)CN(Cc1ccccc1Cl)[C@@H](CO)c1c2c2ccc(OC)cc2n1C	-20.5	x	x	-0.1	2.9	x	x	-3.9
COC(=O)Cc1ccc(NC(=S)NCCC(C)C)cc1	-10.1	7.5	x	x	-3.1	-1.9	-0.1	-2.0
COc1cccc(-c2csc(N3CCN(C(=S)Nc4cccc(C)c4)CC3)n2)c1	-87.2	x	1.7	x	-0.7	x	x	-1.9
CC(=O)NC(Cc1cc(C)ccc1C)C(=O)N1CCN(C(=O)c2ccc(Br)cc2)CC1 (centres undefined)	-9.3	x	-2.0	3.7	-0.5	x	x	-4.4
O=C1NC(=O)C(c2ccc(Cl)cc2)N1 (centres undefined)	2.4	-5.9	x	0.0	-0.4	-1.0	9.7	0.4
O=Cc1cc(N=Nc2ccc(S(=O)(=O)O)cc2)ccc1O	-9.2	x	2.4	10.0	1.6	x	x	-1.2
COc1ccccc1CNC(=O)c1cc(C)nn1-c1ccccc1	-5.0	x	-24.3	6.7	1.5	x	x	u
Oc1ccc(/C=N/N=C/c2ccc(O)cc2)cc1	-9.7	26.8	-5.2	x	6.2	x	x	0.6
CCC(=O)N1CC2(C1)CN(C(=O)Nc1ccccc1F)[C@H](CO)c1[nH]c3cc(OC)ccc3c12	1.8	x	x	1.2	6.4	x	x	9.4
COc1ccc2c(c1)Sc1ccccc1N2CCN(C)C	x	-5.3	-24.3	x	x	9.8	7.5	x
CCSC(C)CC1C/C(=N/O)c2c(CC)noc2C1 (centres undefined)	-14.0	-0.2	0.1	x	1.3	-14.3	-0.7	-3.2
COc1ccc(C)cc1NCc1cccc(OC)c1OC	x	4.4	5.3	x	x	-6.9	5.4	x
C[C@H](O)C#Cc1cnc2c(c1)C(=O)N([C@@H](C)CO)C[C@@H](C)[C@@H](CN(C)C(=O)c1ccncc1)O2	7.2	5.4	1.4	-0.2	-1.4	8.9	-1.4	-1.9
O=C(O)CC(SCC(=O)NC1CCCc2ccccc21)C(=O)O (centres undefined)	-15.1	x	0.0	2.0	0.8	x	x	-0.3
Cc1ccc(C(=O)Nc2ccc(Cl)cc2C(F)(F)F)c(Cl)c1	-0.9	x	6.1	0.3	3.1	-7.7	9.3	4.9
CCOC(=O)C1(CCc2ccccc2)CCN(Cc2ccc(OC)cc2)CC1	-11.1	x	-10.0	0.4	3.5	x	x	3.2
Cc1ccc(-c2nc(NC(=O)CSc3nnc4scc(-c5ccccc5)n34)ns2)cc1	-2.0	0.6	-4.0	0.1	-2.0	14.6	1.1	-1.7
CCSc1nc(C2CC2)cc(-c2ccco2)c1C#N	x	-8.4	-2.3	x	x	7.1	-11.8	x
O=C(N=C1SC2CS(=O)(=O)CC2N1Cc1ccccc1Cl)C1CCCO1 (centres undefined)	-4.6	-4.9	-0.4	-0.2	-1.2	7.0	-2.1	-2.0
O=C(C[C@H]1CC[C@@H](NS(=O)(=O)c2ccc(F)cc2)[C@H](CO)O1)NCCc1ccncc1	-17.0	-5.0	-8.0	0.0	0.9	2.2	-0.6	2.3
Cc1ccc(N2C(=O)C3C4C=CC(CC4)C3C2=O)c([N+](=O)[O-])c1 (centres undefined)	-20.5	2.3	6.1	0.0	-1.4	4.1	-5.9	-4.8
Cc1ccc(S(=O)(=O)N(C)C[C@@H]2OCc3ccccc3-c3c(n(C)c4ccccc34)C(=O)N([C@@H](C)CO)C[C@@H]2C)cc1	8.4	0.2	27.6	-0.4	-0.3	6.9	0.1	3.4
COc1ccc(C#Cc2ccc3c(c2)O[C@@H](CN(C)C(=O)NC2CCCCC2)[C@@H](C)CN([C@H](C)CO)S3(=O)=O)cc1	-63.3	2.0	-8.4	-0.1	3.3	5.5	6.5	2.6
C[C@H]1CN([C@@H](C)CO)C(=O)c2cc(NC(=O)Nc3ccc(F)cc3)ccc2O[C@@H]1CN(C)S(=O)(=O)c1ccc(F)cc1	3.3	-0.1	-1.2	-0.4	x	1.9	-2.3	-2.7
CSc1nnc(SCC#N)s1	-2.4	-16.9	x	x	-0.2	-4.4	0.2	0.5

Further structures
Molecule	RAD52 anneal inh	esBAF inh	ARNT TACC3 PPI	E-sel inducer	Casp6 inh	RAD54 branch	PglD inh	ERp5 block
CC(Cc1cccnc1)NC(=O)c1cc(COc2ccc(F)cc2Cl)on1 (centres undefined)	-13.3	1.5	-24.8	-0.1	3.2	7.9	1.5	1.2
CC1(C)C2CCC1(CS(=O)(=O)N1CCC(C(N)=O)CC1)C(=O)C2 (centres undefined)	-14.2	x	-6.6	0.5	-0.3	-3.8	7.8	-7.5
CCCN(Cc1ccccc1)C(=O)Nc1ccc2c(c1)nnn2C	-15.0	-5.6	0.0	x	x	2.1	0.2	-0.1
C[C@@H](C(=O)Nc1ccccc1N1CCOCC1)N1C(=O)C2CCCCC2C1=O (some centres undefined)	-9.9	-4.2	-6.9	0.0	0.0	-1.3	1.3	-10.4
CSc1ccccc1-c1nnc(-c2ccc(Cl)cc2)o1	x	67.2*	-5.1	x	x	-10.7	-4.3	x
COC(=O)Cc1[nH]nc2c1C(c1c[nH]c3ccccc13)C(C#N)=C(N)O2 (centres undefined)	x	-13.8	-6.6	x	x	-18.6	-0.3	x
O=C(Nc1ccccc1F)N1C[C@H]2[C@@H](c3ccccc31)[C@@H](CO)N2C(=O)Cc1ccccc1	-8.1	25.0	-3.9	-0.3	-3.8	2.2	0.6	-3.4
COc1ccccc1-c1ccc2c(c1)O[C@@H](CN(C)S(=O)(=O)c1ccc(C)cc1)[C@@H](C)CN([C@H](C)CO)S2(=O)=O	16.0	3.8	36.5	-0.3	-0.4	7.1	-2.6	0.4
CN(C(=O)CCN1C(=O)/C(=C/c2ccc(F)cc2)SC1=S)C1CCS(=O)(=O)C1 (centres undefined)	-9.9	-5.0	x	0.1	-3.0	5.5	-0.6	5.2
Cn1cnc(S(=O)(=O)Nc2ccc(OC(F)F)cc2)c1	-8.8	x	-4.8	x	-5.8	x	x	6.4
O=C(O/N=C/c1ccc(Br)cc1)c1ccc(F)cc1	-12.3	x	-26.2	0.3	-3.7	1.8	-0.7	-5.3
Oc1cc(Br)ccc1C=Nc1ccc(N2CCCCC2)cc1	1.4	-9.2	0.0	-0.1	-5.0	3.5	-1.3	2.3
COc1cc(OC)cc(-c2oc(=O)c3cc(OC)c(OC)cc3c2C#CCCO)c1	-7.0	2.5	1.9	0.6	x	1.9	3.3	-3.1
COc1ccc(OC)c(C(=O)CSc2nccc(-c3ccc(Br)cc3)n2)c1	x	3.7	-0.5	x	x	-4.2	1.0	x
Cc1ccc(-c2cn3cc(C)ccc3n2)cc1	0.3	x	-4.5	0.0	1.3	x	x	-9.0
O=C(C[C@@H]1C[C@H]2c3cc(NC(=O)C4CCC4)ccc3O[C@H]2[C@H](CO)O1)NCc1ccccc1F	-15.5	-1.0	-8.8	0.1	2.4	-3.9	-0.6	5.5
COc1ccc(OC)c(CN(CCN2CCOCC2)C(=O)Nc2ccccc2)c1	x	18.3	-2.1	x	x	8.7	1.9	x
CCOC(=O)[C@]12CCCC=C1N(Cc1ccccc1)C(=O)[C@H](CC(=O)NCCCOC)C2	-16.8	x	x	10.9	-2.2	x	x	2.2
CC(C)(c1cc(Cl)c(O)c(CN2CCOCC2)c1)c1cc(Cl)c(O)c(CN2CCOCC2)c1	-3.6	10.1	-2.9	-0.8	0.8	-3.5	3.9	0.2
COc1ccc(C(C)(C)C)cc1NC(=O)CN1C(=O)C(=O)N(Cc2ccco2)C1=O	-9.2	-2.5	6.6	-0.4	-0.5	5.9	-0.4	-9.6
CCn1cc(S(=O)(=O)Nc2cc(C(=O)OC)ccc2C)cn1	5.6	-5.8	2.6	-0.3	0.6	-3.9	5.3	-4.7
Cc1ccc(Oc2ccc(OCC(=O)NC(C)C(=O)O)cc2)cc1 (centres undefined)	-18.4	9.6	0.8	x	0.0	-6.7	-2.2	2.4
CCOc1ccc(NC(=O)C2CCCN(C(=O)Nc3ccccc3)C2)cc1 (centres undefined)	x	12.8	-4.1	x	x	1.1	4.3	x
CC(C)n1c(Oc2ccc(F)cc2)nc2c1c(=O)n(C)c(=O)n2C	-17.0	x	-8.9	-1.5	0.7	x	x	2.2
CCS(=O)(=O)N1CCCCN2[C@H](CO)[C@@H](c3ccc(C#CC(C)(C)O)cc3)[C@H]2C1	-17.0	x	-8.3	-0.2	-2.2	6.1	0.4	-3.4

Going on with the list.
Molecule	RAD52 anneal inh	esBAF inh	ARNT TACC3 PPI	E-sel inducer	Casp6 inh	RAD54 branch	PglD inh	ERp5 block
Cc1cc(C(F)(F)F)n2ncc(C(=O)O)c2n1	-5.2	-20.5	11.0	-0.1	1.5	0.6	4.5	-3.6
COC(=O)c1sccc1NC(=O)CC1C(=O)NCCN1C(=O)c1ccc(N(C)C)cc1 (centres undefined)	-9.2	-2.1	1.6	-0.3	0.3	-4.0	2.9	2.6
Cc1ccc(C(=O)NNC(=O)c2ccoc2C)s1	-3.8	4.1	-5.5	-2.0	-4.2	-23.6	6.2	4.5
CCOC(=O)c1c(NC(=O)CSc2nc3ccccc3s2)sc(C(C)=O)c1C	-13.4	x	-1.2	x	-5.9	x	x	-1.0
COc1cc(OC)cc(C(=O)Nc2cccc3nc(C)ccc23)c1	-10.7	-6.8	29.2	x	1.9	-5.7	0.6	-0.5
CCNC(=O)CON=C1c2ccccc2-c2ccccc21	-10.7	x	-10.4	1.0	-0.8	x	x	-0.2
CNC(=O)C(=O)NCCC1CCCCN1S(=O)(=O)c1cccs1 (centres undefined)	-10.0	-6.7	-3.5	0.0	3.9	1.1	2.1	-8.0
O=c1ccc(-c2ccc([N+](=O)[O-])cc2)nn1-c1ccccc1	-5.7	-5.5	-12.3	x	-2.1	x	x	-4.6
CC1CC(=O)Nc2ccccc2N1C(=O)CSc1nnnn1C (centres undefined)	2.2	4.3	x	1.0	1.1	x	x	2.6
CCC(CN(C)C)Oc1cc(NCc2ccccc2)c2ncn(C(C)C)c2c1 (centres undefined)	x	-14.2	51.3*	x	x	70.0*	-12.9	x
c1ccc(C2C/C(=N\N3CCOCC3)c3ccccc3O2)cc1 (centres undefined)	-6.7	15.7	-2.5	0.1	1.1	8.1	-8.0	-0.8
CCn1c(SCC(=O)Nc2cc(C)on2)nnc1-c1ccc(S(=O)(=O)N2CCN(C)CC2)cc1	x	-5.8	7.3	x	x	-2.0	-4.0	x
COc1ccccc1-c1ccc([C@H]2[C@H](CO)N3CCCCN(Cc4ccncc4)C[C@@H]23)cc1	x	-5.6	10.4	-0.3	x	-1.6	-1.1	x
Cc1cc(NN)nc(Cc2ccccc2)n1	14.4	-0.6	3.3	0.4	4.2	-7.1	2.2	-3.4
CCN1/C(=C2/SC(=S)NC2=O)Sc2ccccc21	-27.5	x	-0.5	x	-5.5	x	x	1.7
CC(=O)N1CCCCN2[C@H](CO)[C@@H](c3ccc(C#Cc4ccccc4F)cc3)[C@H]2C1	12.5	x	1.2	0.3	-3.4	2.4	1.0	-3.4

Copied from the results shown for reference:
Molecule	RAD52 anneal inh	esBAF inh	ARNT TACC3 PPI	E-sel inducer	Casp6 inh	RAD54 branch	PglD inh	ERp5 block
CCSc1nc(C2CC2)cc(-c2ccco2)c1C#N	x	-8.4	-2.3	x	x	7.1	-11.8	x
O=C(N=C1SC2CS(=O)(=O)CC2N1Cc1ccccc1Cl)C1CCCO1 (centres undefined)	-4.6	-4.9	-0.4	-0.2	-1.2	7.0	-2.1	-2.0
